Nrf2 activator = activators of Nrf2 (ARE) signaling; AID 624171; Potency, µM (series often up to 46.1 µM), for the others: at the highest dose activation, hits mostly activators; 410,000 compounds, 0.31% hits; AREc32 ARE-luciferase reporter (MCF7-derived line), luminescence, 24 h; further: potency means the concentration at half of the fitted maximal effect; % of control where 0% means no effect; nearly all actives have a fitted effect of over 65% in size
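ARE activation measured as luciferase luminescence (Steady-Glo, 30 min RT) in AREc32_Fluc cells after 24 hr compound exposure at 37 deg C, 5% CO2; cells seeded overnight at 1000/well in OPTI-MEM, 5% FBS.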
pAkt inh = blocks phosphorylation of Akt | activity change, % for hits at 50 µM | 360,000 compounds, 0.32% hits | Neuro2A IGF-stimulated pAkt S473 HTRF, 20 min; active compounds read low; in the data active means activity change below about -80%; inconclusive means mostly about -51% to -80%; further: on the % scale 0 is the no-effect control and ±100 the full control effect
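Single-point screen (50 µM final compound) in Neuro2A cells stimulated 20 min with 6 nM IGF at 37 deg C. After lysis, Ser473-phosphorylated Akt read by HTRF (ex 330 nm, em 615/665 nm) as the 665/615 ratio.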
TGFb inhibitor = blocks TGF-b signaling | Potency, µM (doses to about 46.1 µM), for the others: top-dose activity, negative = inhibition, actives largely listed as inhibitors | HepG2 CAGA-GFP TGF-b/SMAD3 reporter, GFP fluorescence, 18 h; TGF-beta stimulated, 500 pg/mL final | 410,000 compounds, 1.2% hits | AID 588855; further: potency means the concentration at half of the fitted maximal effect; on the % scale 0 is the no-effect control and ±100 the full control effect; nearly all actives have a fitted effect of over 65% in size
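HEPG2 CAGA-GFP cells (1000/well, DMEM with 1% FBS) were pre-incubated 2 h at 37 degrees C, given compound by pin tool, then stimulated with TGF-beta at 500 pg/mL final for 18 h before per-cell GFP fluorescence imaging.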
HepG2 tox = HepG2 cytotoxicity, counter-screen for TGF-b inhibitors. HepG2 CAGA-GFP viability, ATP luminescence, 18 h. Potency, µM (doses to about 46.1 µM), for the others: top-dose activity change, negative = cytotoxicity, most hits filed as cytotoxic. 410,000 compounds, 0.76% hits. AID 588856; further: potency means the concentration at half of the fitted maximal effect; some results filed as inactive show a strong effect at the top dose
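HepG2 CAGA-GFP cells (1000/well, DMEM with 1% FBS) received compound, then TGF-beta at 500 pg/mL final, and were incubated 18 hours at 37 degrees C. Viability was read by CellTiter-Glo luminescence. Media-only wells were set as complete cell-killing and DMSO as no toxicity.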
Nrf2 inh = inhibitors of Nrf2 signaling; Potency, µM (top dose mostly 46 µM), for the others: top-dose activity change, negative = inhibition, most hits filed as inhibitors; AID 504444; 360,000 compounds, 2.1% hits; A549 ARE-Fluc reporter, luciferase luminescence, 18-24 h; further: potency means the concentration at half of the fitted maximal effect; on the % scale 0 is the no-effect control and ±100 the full control effect; nearly all actives have a fitted effect of over 60% in size
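Nrf2 activity is the BugLite luminescence, read 15 min after reagent at room temperature, following CellTiter-Fluor cytotoxicity readout (30 min, 37C). Compound titrations were applied for 18-24 h to 5000 A549 ARE_Fluc cells/well in 5% FBS OPTI-MEM.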
Mm-Cpn inhibitor = blocks the Methanococcus maripaludis chaperonin Mm-Cpn | 330,000 compounds, 0.031% hits | Potency, µM (doses to about 76.9 µM), without a hit: at the highest dose activity, negative = inhibition, most hits filed as inhibitors | purified Mm-Cpn ATPase, ADP Transcreener TR-FRET; further: potency means the concentration at half of the fitted maximal effect; on the % scale 0 is the no-effect control and ±100 the full control effect; nearly all actives have a fitted effect of over 80% in size
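ATP (10 uM final) was added to archaeal chaperonin (25 nM final) after 10 min exposure to test compound at 37°C; after 30 min further incubation, ADP was detected by competitive TR-FRET.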
CCT modulator = cytosolic chaperonin activity modulation; 360,000 compounds, 0.3% hits; purified chaperonin ATPase assay, HTRF ADP detection, 30 min; activity change, % (concentration not given with the values), hits read low; in the data active means activity change below about -30%; further: on the % scale 0 is the no-effect control and ±100 the full control effect
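We incubate TRiC, 40 or 20 nM final, with library compounds at 76 uM and 10 uM ATP for 30 min at 37 °C. ADP formed is detected with Transcreener HTRF reagents after 30 min at room temperature.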
S2 tox = viability counter-screen for ATXN expression inhibitors | 400,000 compounds, 0.49% hits | S2 cells (HEK-293 line with an ATXN2-luciferase reporter) viability, CellTiter-Fluor protease fluorescence, 24 h | Potency, µM (doses to about 56.7 µM), actives largely listed as cytotoxic; further: potency means the concentration at half of the fitted maximal effect; nearly all actives have a fitted effect of over 40% in size
A549 viability = kills or reduces viability of A549 cells in Nrf2 counter-screen; 390,000 compounds, 0.16% hits; A549 ARE-Fluc cells, CellTiter-Fluor viability, 18-24 h; Potency, µM (top dose mostly 46 µM), for inactives: top-dose activity change, negative = cytotoxicity, most hits filed as inhibitors; further: potency means the concentration at half of the fitted maximal effect; on the % scale 0 is the no-effect control and ±100 the full control effect
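A549 ARE_Fluc cells in 5% FBS OPTI-MEM were exposed to compounds in concentration-response for 18-24 h at 37 deg C. Viability was read by CellTiter-Fluor fluorescence (Ex 405/Em 525) after 30 min, before the luciferase read.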
Active calls of the source: *; i = inactive; ? = inconclusive; . = no result given; [ ] = another dose, or the depositor's remark. Unless noted, the call rests on the fitted dose curve; in most records, active means well fitted curve in the direction sought with a large enough effect; inconclusive means small, poorly fitted or top-dose-only effect, or another doubt; inactive means no such curve, though single readings can be large; an effect the other way counts as inactive or inconclusive.

SMILES	Nrf2 activator	pAkt inh	TGFb inhibitor	HepG2 tox	Nrf2 inh	Mm-Cpn inhibitor	CCT modulator	S2 tox	A549 viability
CC(C)(C)N(Cc1ccccc1)C(=O)COC(=O)CCN1C(=O)C2CC=CCC2C1=O (stereo unspecified)	-0.1%	i	0%	3%	-3%	1%	2.3	i	-1%
CCSc1nnc(NC(=O)c2cc(-c3ccc(C)c(C)c3O)n[nH]2)s1	-0.9%	i	-8%	-5%	2%	2%	-0.2	i	-5%
CC(C)C(=O)Nc1ccc(N2CCN(S(C)(=O)=O)CC2)cc1	3.2%	i	-5%	0%	8%	0%	-1.6	i	-4%
O=C(OCCCN=C1NS(=O)(=O)c2ccccc21)c1cccs1	-0.4%	i	16%	5%	-14%	1%	1.2	i	2%
Cc1nnc(SC2CC(=O)N(c3ccccc3)C2=O)s1 (stereo unspecified)	2.9%	i	-9%	0%	.	-2%	-1.1	i	2%
Cc1cccc(N2CCN(C(=O)CN3C(=O)COc4ccc(S(=O)(=O)N5CCCC5)cc43)CC2C)c1 (stereo unspecified)	3.4%	.	-22%	-29%	8%	.	.	?	0%
O=C(CCCCCBr)N1CCC(CC2CC(c3ccc(Cl)cc3)=NO2)(C(=O)NCC2CCCCC2)CC1 (stereo unspecified)	4.2%	i	-7%	-17%	18%	1%	0.8	i	-3%
COc1cccc(C2=CC(=O)C[C@H](c3ccc(F)cc3)C2)c1	-0.4%	i	-15%	-13%	-20%	-4%	-2.8	i	7%
CCCNC(=O)C(Cc1ccccc1F)NC(=O)c1ccccn1 (stereo unspecified)	-0.3%	i	5%	-10%	0%	-1%	-2.3	i	0%
CCOC(=O)Cc1cc(OC)c(OC)cc1Cc1cc(OC)c(OC)cc1CC(=O)OCC	-0.2%	i	-12%	0%	-27%	0%	-0.5	i	3%
CCOc1ccc(N2CC(C(=O)NCCN3C(=O)S/C(=C\c4cccnc4)C3=O)CC2=O)cc1 (stereo unspecified)	0.5%	i	0%	-18%	4%	-3%	-1.8	i	-6%
CN(c1ccccc1)S(=O)(=O)c1ccc2[nH]c(=O)[nH]c2c1	-0.8%	i	-5%	-74%	-19%	-4%	-3.5	?	-4%
Cn1c(-c2cccc3ccccc23)n[nH]c1=S	0.4%	i	-12%	-2%	3%	1%	-1.6	i	-9%
O=C(O)c1cc2ccccc2c2cc(Br)ccc12	-0.5%	i	-14%	-5%	-23%	-15%	-1.0	?	-4%
O=C(COc1ncnc2ccc(Br)cc12)N1CCOCC1	-0.1%	i	-27%	-1%	2%	-1%	-2.5	i	-4%
CN(C)CC1CCCCC1OC(=O)c1ccc(S(=O)(=O)N(C)c2ccccc2)cc1 (stereo unspecified)	0.1%	i	9%	-13%	-10%	-1%	2.7	i	-20%
Cc1ccc(-n2c(N)c(C#N)c(-c3ccccc3)c(C#N)c2=O)cc1	0.5%	i	-22%	-1%	.	-30%	-28	i	11%
CC(C)OCCCNC(=O)C(C)Oc1ccccc1 (stereo unspecified)	-0.3%	i	8%	4%	5%	0%	-5.8	i	0%
COc1ccccc1NC(=O)CSc1nc2ccccc2n1C(C)=O	-0.4%	i	-3%	-16%	?	1%	0.6	i	-30%
CCN(CCCNC(=O)CCCOc1cc(=O)n(C)c2ccccc12)Cc1ccccc1	24%	i	16%	-17%	-5%	1%	0.7	i	-3%
CN1CCN(C(=O)c2ccc(CSc3ccc(Cl)cc3)cc2)CC1	3.5%	i	-5%	4%	?	1%	-0.7	?	-2%
O=C(c1ccc2nc(Cc3cccc(Cl)c3)oc2c1)N1CCC(CO)CC1	2.9%	i	10%	-1%	-2%	2%	1.5	i	10%
CC(=O)Nc1cc(-c2ccccc2F)cn2c(-c3cccc(C(F)(F)F)c3)cnc12	0.0%	i	?	-107%	.	.	1.1	?	.
Cc1cccc(CNC(=O)c2cnc3c(-c4cccc(C)c4)c(C)nn3c2C)c1	-0.4%	.	6%	-2%	-16%	.	.	.	6%
COc1ccc(CNC(C)C2COc3ccccc3O2)c(OC)c1 (stereo unspecified)	-0.9%	i	11%	-46%	.	-2%	0.2	i	10%

Overlap with the part before: two compounds, followed by the next part.
SMILES	Nrf2 activator	pAkt inh	TGFb inhibitor	HepG2 tox	Nrf2 inh	Mm-Cpn inhibitor	CCT modulator	S2 tox	A549 viability
Cc1cccc(CNC(=O)c2cnc3c(-c4cccc(C)c4)c(C)nn3c2C)c1	-0.4%	.	6%	-2%	-16%	.	.	.	6%
COc1ccc(CNC(C)C2COc3ccccc3O2)c(OC)c1 (stereo unspecified)	-0.9%	i	11%	-46%	.	-2%	0.2	i	10%
O=C(NC(=S)Nc1cccc2cc(O)ccc12)c1ccco1	10%	i	-5%	-3%	4%	0%	0.7	i	-3%
COc1ccc(-c2csc(NC(=O)CSc3nc(C)cs3)n2)cc1	3.7%	i	9%	4%	?	.	2.5	i	?
COC(=O)c1ccc(NC(=O)CN(Cc2ccccc2)S(=O)(=O)c2ccc(Cl)cc2)cc1	-0.2%	.	18µM*	-22%	?	.	.	?	2%
Clc1ccc(COc2ccccn2)c(Cl)c1	0.1%	.	-3%	-22%	.	1%	-2.5	i	1%
Cc1cc(C)n(CC(=O)N2CCCC(C(=O)c3cccc(OC(C)C)c3)C2)n1 (stereo unspecified)	2.3%	i	2%	-8%	8%	4%	-2.2	i	1%
CCCc1c(-c2ccc(O)cc2)nn(-c2ccc(O)cc2)c1-c1ccc(O)cc1	11%	i	-2%	-44%	-7%	-12%	-1.7	.	-7%
COc1ccc(N2CC(C(=O)N[C@@H](C)C(=O)NC3CCCCC3)CC2=O)cc1 (stereo partly specified)	-0.6%	i	2%	7%	0%	2%	-0.4	i	-2%
O=[N+]([O-])c1cc([N+](=O)[O-])c(Oc2cc(F)cc(F)c2F)cc1NN1CCCCC1	0.0%	i	30%	18%	3%	-5%	-2.1	i	0%
Cc1ccc2[nH]c3c(=O)n(Cc4ccccn4)cnc3c2c1	0.7%	i	0%	3%	13%	-5%	0.7	i	-7%
Cc1ccc(NC(=O)COC(=O)CC2CCCC2)cc1F	-0.1%	i	0%	-10%	-15%	2%	-3.2	i	-7%
Cc1cc2ccccc2c(=O)n1CC(=O)NCC(=O)N1CCN(c2ccccc2)CC1	-0.6%	i	-10%	-80%	4%	4%	-0.3	i	7%
Cc1ccc(C(=O)NCC(=O)OCC(=O)N2CCCc3ccccc32)cc1	-0.2%[9.22 µM]	i	-5%	-2%	0%	1%	0.0	i	0%
Cc1cc(NC(=O)CCCN2C(=O)/C(=C/c3ccccc3Cl)SC2=S)no1	-2.2%	i	0%	-6%	-12%	-3%	-4.3	i	-14%
CCN(CC)S(=O)(=O)c1ccc(C)c(N=C=S)c1	0.0%	i	-1%	2%	?	-1%	1.9	i	-1%
CCOC(=O)C1(Cc2ccccc2C)CCCN(C(=O)c2ccc3nccnc3c2)C1 (stereo unspecified)	2.4%	i	-3%	-16%	-16%	-3%	-0.6	i	-14%
O=C(Nc1ccc(Oc2cccnc2)cc1)c1ccc([N+](=O)[O-])cc1	0.5%	i	-7%	-26%	15%	2%	-2.3	i	2%
Cc1cccc(N2N=C(C(=O)N3CC(=O)Nc4ccccc43)CCC2=O)c1	1.6%	i	4%	8%	-20%	-1%	-4.0	i	-1%
Cc1cc(Cn2nnnc2-c2ccncc2)cc(C)c1O	10%	i	5%	-21%	7%	0%	2.0	i	5%
Nc1nc2ccccc2n1C(=O)c1ccc(F)cc1	4.3%	i	-5%	-35%	?	2%	0.3	i	-5%
O=C(CCc1ccccc1)Nc1ccccc1	3.0%	i	5%	2%	10%	1%	1.2	i	0%
CC1(C(=O)N/N=C/c2ccc([N+](=O)[O-])o2)CC1(Br)Br (stereo unspecified)	8.6%	i	11µM*	11µM*	?	1%	-1.5	?	?
COCCNC(=O)C(C)Oc1ccc(Cl)cc1Cl (stereo unspecified)	-1.0%	i	-17%	-4%	2%	0%	-2.9	i	-5%
Cc1ccc(/C=C/C(=O)Nc2cc(S(=O)(=O)N3CCOCC3)ccc2N2CCOCC2)cc1	-0.4%	i	3%	-20%	-8%	-1%	0.7	i	-5%
COC(=O)c1cn(C(=O)c2ccc(C)cc2)c2ccccc12	0.0%	i	26%	21%	-25%	-5%	0.1	i	0%
O=C(NC1CCCCC1)c1ccc(N2CCCC2=O)cc1	2.8%	i	0%	-49%	7%	0%	-1.0	i	-7%
CCN(CC)c1ccc(NC(=O)Nc2cccc(C(C)=O)c2)cc1	5.0%	i	21%	-32%	15µM*	.	0.0	i	-1%

Shown comma-delimited: part of the list above.
Compound,Nrf2 activator,pAkt inh,TGFb inhibitor,HepG2 tox,Nrf2 inh,Mm-Cpn inhibitor,CCT modulator,S2 tox,A549 viability
Nc1nc2ccccc2n1C(=O)c1ccc(F)cc1,4.3%,i,-5%,-35%,?,2%,0.3,i,-5%
O=C(CCc1ccccc1)Nc1ccccc1,3.0%,i,5%,2%,10%,1%,1.2,i,0%
CC1(C(=O)N/N=C/c2ccc([N+](=O)[O-])o2)CC1(Br)Br (stereo unspecified),8.6%,i,11µM*,11µM*,?,1%,-1.5,?,?
COCCNC(=O)C(C)Oc1ccc(Cl)cc1Cl (stereo unspecified),-1.0%,i,-17%,-4%,2%,0%,-2.9,i,-5%
Cc1ccc(/C=C/C(=O)Nc2cc(S(=O)(=O)N3CCOCC3)ccc2N2CCOCC2)cc1,-0.4%,i,3%,-20%,-8%,-1%,0.7,i,-5%
COC(=O)c1cn(C(=O)c2ccc(C)cc2)c2ccccc12,0.0%,i,26%,21%,-25%,-5%,0.1,i,0%
O=C(NC1CCCCC1)c1ccc(N2CCCC2=O)cc1,2.8%,i,0%,-49%,7%,0%,-1.0,i,-7%
CCN(CC)c1ccc(NC(=O)Nc2cccc(C(C)=O)c2)cc1,5.0%,i,21%,-32%,15µM*,.,0.0,i,-1%

Bioassay records (PubChem)
